# Screening results: PubChem BioAssay, The Scripps Research Institute Molecular Screening Center
# PAFAH2 FP inh = inhibitors of human PAFAH2 | recombinant PAFAH2, FP-rhodamine activity probe, fluorescence polarization | inhibition, % at 3.39 µM | hit rate 0.99% among 340,000;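 active means inhibition above the mean over all tested compounds plus 3 SD, cut at about 30% in these data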;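 further: inhibitors block probe labeling of enzyme so polarization drops; 0% = enzyme with DMSO and 100% = wells lacking PAFAH2 protein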
# PAFAH1B2 FP inh = PAFAH1B2 (human) inhibition; P68402; recombinant PAFAH1B2, FP-rhodamine activity probe, fluorescence polarization; inhibition, % at 3.39 µM; hit rate 1.2% among 340,000; AID 492953;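 active means inhibition above the mean of all tested compounds plus 3 SD, cut at about 24% in these data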;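 further: 0% = enzyme with DMSO and 100% = wells lacking PAFAH1B2; many of its hits are not listed in these tables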
# LYPLA1 counter = blocks human lysophospholipase 1, a PME1 counter-screen; O75608; recombinant LYPLA1, FP-Rh probe fluorescence polarization; inhibition, % at 5.9 µM; hit rate 0.16% among 320,000; AID 2174;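 active means inhibition above the mean of all tested compounds plus 3 SD, set per campaign, cut at about 14% in these data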;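 further: inhibitors block serine hydrolase probe labeling of LYPLA1 so polarization falls; 0% = enzyme with DMSO and 100% = wells lacking LYPLA1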
# LYPLA2 counter = counter-screen for PME1 inhibitors: inhibitors of human LYPLA2; O95372; hit rate 0.38% among 320,000; recombinant LYPLA2, FP-Rh probe fluorescence polarization; AID 2177; inhibition, % at 5.9 µM;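 active means inhibition above the screen-wide mean plus 3 SD, limit set per campaign, cut at about 26% in these data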;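 further: 0% = LYPLA2 with DMSO and 100% = wells lacking LYPLA2 enzyme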
# pPAFAH inh = pPAFAH (human) enzyme inhibition; recombinant pPAFAH, FP-rhodamine probe fluorescence polarization; hit rate 1.5% among 330,000; AID 463082; inhibition, % at 3.39 µM; Q13093;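 active means inhibition above the mean inhibition across the screen plus 3 SD, cut at about 25% in these data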;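 further: inhibitors block binding of the rhodamine activity-based probe so polarization drops; 0% = enzyme with DMSO and 100% = wells lacking pPAFAH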
# PREPL inhibitor = inhibits the human prolyl oligopeptidase-like enzyme. AID 2751. inhibition, % at 5.96 µM. hit rate 0.68% among 320,000. Q4J6C6. recombinant PREPL, fluorescence polarization activity-based probe; in the data active means inhibition above about 43%;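 further: 0% = enzyme with DMSO and 100% = wells lacking enzyme; many of its hits are not listed in these tables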
# PAD4 FP inh = blocks human protein arginine deiminase 4; Q9UM07; recombinant PAD4, RCA probe fluorescence polarization; inhibition, % at 6.36 µM; hit rate 0.41% among 330,000; AID 485272;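 active means percent inhibition above a cutoff equal to the mean of all tested compounds plus 3 SD, cut at about 15% in these data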;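 further: 0% = PAD4 with RCA probe and DMSO and 100% = probe without PAD4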
# Target sequence (Q9UM07 whole entry, looked up): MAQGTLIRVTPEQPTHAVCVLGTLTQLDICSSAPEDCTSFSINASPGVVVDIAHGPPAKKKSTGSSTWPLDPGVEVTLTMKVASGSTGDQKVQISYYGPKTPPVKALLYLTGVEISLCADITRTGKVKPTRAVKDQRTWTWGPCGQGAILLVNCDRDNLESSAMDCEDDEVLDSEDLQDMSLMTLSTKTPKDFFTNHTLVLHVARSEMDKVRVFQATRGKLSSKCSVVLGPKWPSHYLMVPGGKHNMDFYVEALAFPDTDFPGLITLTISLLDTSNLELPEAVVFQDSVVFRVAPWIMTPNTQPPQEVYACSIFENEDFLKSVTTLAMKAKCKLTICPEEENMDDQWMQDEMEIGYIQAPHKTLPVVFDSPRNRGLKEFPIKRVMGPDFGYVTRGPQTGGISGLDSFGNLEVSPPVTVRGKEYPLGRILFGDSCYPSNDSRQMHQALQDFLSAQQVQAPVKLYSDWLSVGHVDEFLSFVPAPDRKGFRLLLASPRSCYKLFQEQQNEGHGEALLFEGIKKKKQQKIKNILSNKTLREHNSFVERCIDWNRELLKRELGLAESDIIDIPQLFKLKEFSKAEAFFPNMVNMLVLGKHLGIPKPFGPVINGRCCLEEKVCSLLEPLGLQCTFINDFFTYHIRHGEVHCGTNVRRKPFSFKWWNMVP
# GSTO1 inh = GSTO1 inhibition, counter-screen for RBBP9 inhibitors; hit rate 1.1% among 300,000; inhibition, % at 5.96 µM; AID 1974; recombinant GSTO1, activity-based probe fluorescence polarization;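 active means inhibition above the campaign mean inhibition plus 3 SD, cut at about 35% in these data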;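 further: 0% = GSTO1-1 with DMSO and 100% = wells lacking GSTO1-1 enzyme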
# PAFAH1B3 FP inh = blocks human PAF acetylhydrolase 1B catalytic subunit 3; hit rate 0.28% among 340,000; Q15102; inhibition, % at 3.39 µM; recombinant PAFAH1B3, FP-rhodamine probe, fluorescence polarization;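 active means inhibition above the screen-wide average of all tested compounds plus 3 SD, cut at about 25% in these data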;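 further: 0% = enzyme with DMSO only and 100% = wells lacking PAFAH1B3 protein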
# Target sequence (Q15102 whole entry, looked up): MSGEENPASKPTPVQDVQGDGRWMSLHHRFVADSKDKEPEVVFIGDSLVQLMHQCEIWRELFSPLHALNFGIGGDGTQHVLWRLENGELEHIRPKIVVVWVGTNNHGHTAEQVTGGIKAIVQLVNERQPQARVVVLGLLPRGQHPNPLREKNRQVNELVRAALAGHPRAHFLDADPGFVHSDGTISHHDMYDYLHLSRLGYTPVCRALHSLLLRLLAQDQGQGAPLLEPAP
# Numbers without * were called inactive; / = no result given. Not all compounds are listed; the hit share may differ from the screen's.
molecule	PAFAH2 FP inh	PAFAH1B2 FP inh	LYPLA1 counter	LYPLA2 counter	pPAFAH inh	PREPL inhibitor	PAD4 FP inh	GSTO1 inh	PAFAH1B3 FP inh
COc1ccc(OC)c(CCNC(=O)CSc2ccsc2[N+](=O)[O-])c1	12.0	4.7	-2.0	4.6	8.2	15.1	4.1	10.4	9.6
CCN1C(=O)c2cccc3c(S(=O)(=O)NCCc4c[nH]c5ccccc45)ccc1c23	0.2	0.6	-3.0	-4.9	-2.5	-56.9	4.1	-6.3	6.7
CCOc1ccc(CN2CCN(Cc3cc4ccccc4o3)CC2CCO)cc1 (centres undefined)	0.9	3.0	1.8	-1.1	-3.0	1.4	-5.3	-0.7	8.8
Cc1cc(C)n(-c2ccc(C(=O)OCC(=O)Nc3ccc(Cl)cc3[N+](=O)[O-])cc2)n1	27.0	-4.9	4.9	4.2	7.5	28.3	-1.0	4.3	2.4
CCc1cccc(OCC(=O)Nc2ccccc2N2CCCC2)c1	-1.6	-0.8	-3.0	-3.4	6.4	4.8	-2.0	2.4	7.4
Cc1cc(C)n(Cc2n[nH]c(=S)n2Cc2ccccc2)n1	-2.5	3.6	-1.4	-4.6	5.0	3.8	2.9	12.9	2.3
O=C(COC(=O)c1cc[n+]([O-])cc1)Nc1c(Cl)cccc1C(F)(F)F	-4.3	3.8	-3.6	-6.8	-1.6	-5.1	3.6	2.2	4.4
CCc1ccc(OCCOCC(O)CN2CCN(Cc3ccc(Cl)cc3)CC2)cc1 (centres undefined)	-0.9	6.0	2.2	0.5	2.1	-11.7	3.8	-0.1	0.9
COc1cccc(CN2CCNC(=O)C2CC(=O)NCCn2nc(C)cc2C)c1OC (centres undefined)	6.9	6.8	0.9	2.3	5.3	4.3	-2.5	-4.0	9.5
CCc1cc(-c2n[nH]c(=S)n2-c2ccccc2C)cs1	7.8	2.7	-1.6	3.9	6.0	-2.7	-2.0	2.8	1.4
Cc1oc(-c2ccccc2)nc1CSc1nc2c(c(=O)[nH]1)CCC2	7.9	2.8	3.3	1.3	5.6	5.7	1.2	-7.5	-4.6
CCN(CC)S(=O)(=O)c1cc(NC(=O)CSc2nc3c(cc2C#N)C(=O)CC(C)(C)C3)ccc1C	-10.1	2.5	-3.2	-1.8	-0.5	-5.2	6.4	-3.9	8.6
O=c1[nH]c(Sc2ccc([N+](=O)[O-])cc2[N+](=O)[O-])nc2ccccc12	4.2	2.5	1.6	-1.4	0.3	7.2	43.9*	33.6	15.2
CC(C)CCN(CCC(C)C)C(CO)(CO)CO	4.2	2.6	-1.3	-5.6	0.6	-5.5	-0.5	12.8	6.8
Cc1ccccc1NC(=O)Cc1nc(CSc2nnc(-c3ccc4c(c3)OCO4)o2)cs1	3.4	2.1	0.6	1.0	-1.3	-22.1	-1.2	-5.4	5.3
Nc1cc(-c2ccc(Cl)cc2)nn1S(=O)(=O)c1ccccc1	7.1	0.9	-0.9	-5.0	-4.7	-19.9	-2.1	-3.4	2.6
CC(=O)c1ccc(NC(=O)CSc2nc3ccccc3c(=O)n2CCCN2CCOCC2)cc1	4.2	2.8	/	/	-1.0	14.1	3.6	/	-0.7
COc1ccc(C)cc1C(=O)CCC(=O)NCCc1ccc(S(N)(=O)=O)cc1	3.0	4.6	-4.4	-17.6	0.7	2.0	-5.0	4.2	4.4
C=Cc1ccc(Cn2nc(-c3ccc(C)cc3)ccc2=O)cc1	5.4	7.5	-3.6	0.7	-1.9	-31.9	-1.2	-0.2	9.3
CN(C(=O)c1cccnc1)c1nnc(-c2cnccn2)s1	3.1	2.1	-1.4	-0.6	4.8	-2.0	-1.3	-1.7	-2.7
CCn1cc(CNC(=O)C2CCC(=O)N(Cc3ccc(Cl)cc3)C2)cn1 (centres undefined)	4.4	7.0	1.0	3.3	1.9	-6.4	-0.3	1.2	1.4
O=c1c2ccccc2nnn1CSc1nc2ccccc2c(=O)n1CCCO	-0.8	1.4	-2.6	-7.8	0.8	-10.0	-0.2	-2.0	0.7
O=C(CCCN1C(=O)/C(=C\c2cccs2)SC1=S)Nc1cccnc1	-2.7	0.6	-3.8	3.9	3.7	2.6	-5.2	6.3	3.4
COCCn1c(CN(Cc2ccccc2)Cc2ccccc2)nc2c1c(=O)n(C)c(=O)n2C	-4.0	5.1	-1.5	-4.1	-0.9	33.0	0.6	-1.4	1.9
O=C(Cc1ccc(Br)cc1)OCC(=O)N1CCOCC1	8.1	18.5	/	/	-2.2	25.8	-1.6	/	4.7
COc1cc2nc(CSc3nc(-c4ccc(F)cc4)cs3)[nH]c(=O)c2cc1OC	-12.3	5.8	-4.7	-5.7	0.8	-0.3	-3.3	-5.4	6.2
COc1ccc(/C=C2\SC(=S)N(CCC(=O)NC3CCCC3)C2=O)cc1OC	4.1	1.3	2.8	19.3	2.1	3.9	3.0	4.2	1.1
COc1ccc(N2CCN(C(=O)c3ccc(Cn4c(=S)[nH]c5ccc(N6CCOCC6)cc5c4=O)cc3)CC2)cc1	-2.0	-1.3	3.7	74.7*	9.3	44.7*	-5.7	5.2	3.6
Cc1ccc(C)c(Cn2c(C(=O)OC(C)C)cc3c2ccn3C)c1	0.7	2.8	-2.1	0.6	9.0	4.8	-1.9	1.8	8.9
C=CCn1c(-c2cccnc2)n[nH]c1=S	-3.7	4.3	-0.2	-3.8	3.5	-2.3	-4.7	1.4	7.2
CC(C)(C)OC(=O)C[C@H]1C/C=C\C[C@@H](CC(=O)N(CCO)Cc2ccccc2)C(=O)N[C@H](C(C)(C)C)COC1=O	-0.7	2.8	/	/	6.5	16.3	-1.6	/	3.4
CCc1nc2sc3c(c2c(=O)n1CCO)CCC3	-0.6	5.2	-1.4	-2.8	3.0	-0.9	-1.8	4.2	8.5
COc1cccc(NC(=O)Cc2c(O)c3ccccc3[nH]c2=O)c1	1.8	-2.8	3.6	1.1	4.7	12.1	-1.5	6.0	9.7
CCc1ccc(/C=C(/C#N)C(N)=S)s1	-1.6	-5.9	0.1	-2.6	5.7	8.6	-3.5	18.0	-1.9
COc1ccc(OCCCC(=O)NCCc2ccccc2)cc1	-2.5	-0.4	0.7	-0.2	2.2	-10.7	-1.6	6.6	2.9
O=C(NCC(=O)N1CCOCC1)c1ccc(Br)o1	13.1	2.6	-4.0	-4.6	-8.0	9.6	0.3	-8.7	3.9
CCCNS(=O)(=O)c1ccc(OCC(=O)Nc2ccc3c(c2)OCCO3)c(C)c1	3.1	-0.6	-1.7	2.1	5.0	-1.9	5.6	-10.7	3.3
CC(C)(C)NC(=S)Nc1cccc(C(F)(F)F)c1	3.3	-2.4	-0.7	-0.4	-1.2	-15.7	0.3	6.7	21.0
C#CCSc1nncn1C(=O)/C=C/c1ccccc1	/	/	0.6	1.4	-1.1	0.9	-2.2	3.4	/
CN1C(=O)CC(Nc2cccc3cccc(N)c23)C1=O (centres undefined)	3.1	3.9	-5.3	1.8	17.9	5.8	-3.9	23.1	7.0
Cc1nc(N)nc2c1CCCC2	-0.7	-0.5	-1.4	-1.5	-1.8	-4.7	3.9	2.5	1.4
COCCN1C(=O)N[C@@H](c2cccc(C(F)(F)F)c2)[C@H](C(=O)OC)[C@H]1C	1.7	0.6	2.0	6.9	3.9	17.2	2.7	8.4	9.2
Cc1ccc2c(COC(=O)C3CC(=O)N(c4ccc5c(c4)OCCO5)C3)cc(=O)oc2c1 (centres undefined)	-7.4	2.7	/	/	13.1	37.0	-0.6	/	-0.4
O=C(N/N=C/c1cccnc1)c1ccc(Cn2cc([N+](=O)[O-])cn2)o1	0.6	-8.4	-1.3	1.6	-1.5	4.7	-2.8	2.4	2.5
CCOc1ccc(CNC(=O)CCS(=O)(=O)c2ccc3c(c2)NC(=O)CO3)cc1OC	0.3	3.7	0.9	9.0	-5.3	-7.1	7.0	2.6	-1.8
Cc1ccc(Cl)c(OCCCN(C)Cc2ccccc2)c1	0.9	2.9	2.3	-6.3	5.6	-14.8	-0.7	13.9	2.3
Cc1ccc(S(=O)(=O)N2CCN=C2SCc2c(F)cccc2Cl)cc1	1.7	-2.3	-2.7	0.1	2.7	11.2	2.1	8.8	7.2
O=C(COc1ccc(Cl)cc1)NCCCNC(=O)c1cccnc1	5.6	4.3	-4.6	-0.5	-6.2	16.6	-0.8	1.8	9.8
Cc1noc(C)c1CCC(=O)N1CCCC(CO)(Cc2ccccc2)C1 (centres undefined)	-0.9	2.2	2.8	0.9	-1.7	12.8	1.5	-6.2	4.8
NC(=O)C1CCN(S(=O)(=O)c2ccccc2[N+](=O)[O-])CC1	5.0	-4.1	1.0	5.4	-0.1	-5.2	-6.2	-1.2	3.3
CN(C)c1ccc(NC(=O)CCCc2ccccc2)cc1	4.2	1.1	-0.3	1.6	11.0	11.5	-0.8	9.2	10.7
COCCCNc1nc2ccccc2nc1NS(=O)(=O)c1cccs1	2.2	4.8	-0.8	-3.9	0.2	10.1	16.0*	-3.5	5.7
Cc1noc(C)c1COC(=O)COc1ccc(-c2ccccc2)cc1	2.3	-1.0	-0.6	8.9	7.3	7.4	3.2	12.7	7.1
C=CCn1c(C(C)NC(=O)c2ccc(C)cc2)n[nH]c1=S (centres undefined)	1.1	4.3	-0.9	1.8	1.1	4.1	2.4	0.8	-5.0
CCc1ccccc1NC(=O)CCNS(=O)(=O)c1cc(Br)cnc1N	-2.5	4.9	-3.8	-4.2	-0.6	-2.3	1.6	5.0	4.2
COCc1cc(CN2CCCC(CNC(=O)c3ccc(F)cc3)C2)ccc1OC (centres undefined)	11.7	6.8	-3.1	-1.8	0.6	-0.7	-2.2	4.8	5.0
CC(=O)c1cc(OC(=O)c2ccncc2)ccc1OC(=O)c1ccncc1	9.7	-3.6	-0.9	3.0	3.6	3.5	1.0	22.1	-2.5
CC(C)C(=O)Nc1nnc(SCC(=O)NCc2ccco2)s1	-9.4	5.8	2.0	-5.0	-0.1	-0.1	1.5	-0.1	0.5
Cc1cc(C(=O)N/N=C/c2ccncc2)c(C)o1	3.8	1.1	1.2	-0.1	2.7	-4.4	1.6	-10.3	0.8
Cc1cc(CNC(=O)c2cccc(OC3CCN(S(=O)(=O)N(C)C)CC3)c2)on1	3.7	4.5	-1.9	-0.3	4.4	7.6	-1.4	2.4	-0.9

# (cont.)
molecule	PAFAH2 FP inh	PAFAH1B2 FP inh	LYPLA1 counter	LYPLA2 counter	pPAFAH inh	PREPL inhibitor	PAD4 FP inh	GSTO1 inh	PAFAH1B3 FP inh
Cc1ccc(-c2nn(CC(=O)NCc3ccccn3)c(=O)c3ccccc23)cc1S(=O)(=O)N(C)C	/	/	-0.4	2.0	0.1	8.3	-3.2	-0.8	/
S=C(NC1CCCC1)N1CCN(c2ccc(Cl)cc2)CC1	-10.1	0.4	3.2	1.8	1.2	-14.5	4.0	2.0	1.5
CCC(C)N(C(=O)CSc1nnc(NC(C)C)s1)C1CCS(=O)(=O)C1 (centres undefined)	2.6	1.4	-0.5	7.9	5.1	11.4	-1.2	-0.7	-0.2
CC(C)(C)NC(=O)Cc1ccc(Cl)c(Cl)c1	-8.8	-0.9	-1.8	-5.0	-1.6	-0.1	3.6	3.5	-6.7
